NPC1 prom act – activators of NPC1 promoter; Huh7 NPC1 promoter luciferase reporter, 24 h; Potency, µM (top dose mostly 9.22 µM), without a hit: top-dose activation, usual class: activators; 320,000 tested, 2.4% active;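 further: potency means the concentration at half of the fitted maximal effect; % of control where 0% means no effect; nearly all actives have a fitted effect of over 60% in size; reporter is driven by a mutant NPC1 promoter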
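Stably transfected Huh7 (NPC1 promoter→luciferase), 1500 cells/well in Opti-MEM + 10% FBS, 2 h settle, then compound 24 h at 37 °C. Luminescence after 10 min with Amplite reagent.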
RORgamma inh – inhibitors of mouse ROR gamma transcriptional activity. P51450. Drosophila S2 Gal4-RORgamma UAS-luciferase reporter, 20 h. Potency, µM (doses to about 53.6 µM), for the others: at the top dose activity change, negative = inhibition, actives largely listed as inhibitors. 310,000 tested, 5.4% active; further: potency means the concentration at half of the fitted maximal effect; on the % scale 0 is the no-effect control and ±100 the full control effect; nearly all actives have a fitted effect of over 60% in size
Target sequence (P51450 whole entry, looked up, the tested form may be a part): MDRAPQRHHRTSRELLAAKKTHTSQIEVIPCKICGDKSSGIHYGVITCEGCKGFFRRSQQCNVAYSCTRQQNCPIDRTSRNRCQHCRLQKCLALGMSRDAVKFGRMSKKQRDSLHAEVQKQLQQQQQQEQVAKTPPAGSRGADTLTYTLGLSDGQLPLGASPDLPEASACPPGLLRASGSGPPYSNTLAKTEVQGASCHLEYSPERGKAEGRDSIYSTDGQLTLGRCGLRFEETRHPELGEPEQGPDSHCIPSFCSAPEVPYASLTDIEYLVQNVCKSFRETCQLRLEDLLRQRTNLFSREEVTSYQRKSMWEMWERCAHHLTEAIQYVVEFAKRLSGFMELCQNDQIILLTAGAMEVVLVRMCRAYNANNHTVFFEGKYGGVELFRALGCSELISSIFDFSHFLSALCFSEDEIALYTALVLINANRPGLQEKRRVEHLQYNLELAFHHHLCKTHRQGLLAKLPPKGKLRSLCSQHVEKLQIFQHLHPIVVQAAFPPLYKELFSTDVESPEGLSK
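Stably transfected Drosophila Schneider cells are the test system, with ROR gamma fused to Gal4 and luciferase under UAS control; luminescence is read after 20 hr of 700 uM copper sulfate induction at ambient temperature.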
PKM2 act – increases activity of human pyruvate kinase M2. P14618. purified PKM2, Kinase-Glo ATP luminescence, activation; response scale: 0% is enzyme alone, no compound. Potency, µM (highest dose often 57.5 µM), without a hit: at the top dose activation, most hits filed as activators. 260,000 tested, 0.34% active. AID 1631; further: potency means the concentration at half of the fitted maximal effect; on the % scale 0 is the no-effect control and ±100 the full control effect; nearly all actives have a fitted effect of over 55% in size
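hPK-M2, >95% pure; 0.1 mM ADP / 0.5 mM PEP final; imidazole pH7.2 buffer w/ 7 mM MgCl2, 50 mM KCl; 1 h RT; Kinase-Glo lum. Intermediate enzyme activity for dual inhibitor/activator qHTS.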
ELG1 genotoxic – induces genotoxicity in HEK293T cells with luciferase-tagged ELG1 | 330,000 tested, 1.3% active | Potency, µM (doses to about 46 µM), for the others: top-dose activity change, positive = activation, hits mostly activators | HEK293T ELG1-luciferase reporter, luminescence, 16 h; further: potency means the concentration at half of the fitted maximal effect; % of control where 0% means no effect; nearly all actives have a fitted effect of over 60% in size
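After overnight (16 hr) compound treatment at 37 °C, ELG1-luciferase HEK293T cells were lysed with ONE-Glo; luminescence quantified 30 min later at room temperature.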
Menin MLL FP TR – menin-MLL binding inhibition, Texas Red mutant peptide | 270,000 tested, 0.23% active | Menin + Texas Red MLL mutant peptide, fluorescence polarization | O00255 | Potency, µM (top dose mostly 61.6 µM), inactives show top-dose FP activity change, negative = inhibition, actives largely listed as inhibitors; active means well fitted inhibition curve with a large enough effect in the polarisation, with a control signal flat, not every such curve was filed as active; inconclusive means small, poorly fitted or top-dose-only effect, or effect the other way, or a change in a side signal; inactive means no such curve, though single readings can be large or run the other way; the % refers to the polarisation; further: potency means the concentration at half of the fitted maximal effect; % of control where 0% means no effect; many of its hits are not listed in these tables
BRCA1 expr act – increases BRCA1 expression; MCF7-BRCA1-FFLuc reporter, luminescence, 48 h; response scale: scaled: vehicle 0%, 10 µM genistein 100%; Potency, µM (titrated, usually from 46.1 µM), without a hit: top-dose activation, most hits filed as activators; 380,000 tested, 1.1% active; further: potency means the concentration at half of the fitted maximal effect; nearly all actives have a fitted effect of over 80% in size; some results filed as inactive show a strong effect at the top dose
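MCF7-BRCA1-FFLuc, 2000 cells/well; 2 h attach, 37 °C/5% CO2; compound 48 h; luciferase substrate 15 min; luminescence end-point. Norm. to genistein 10 microM max activation and DMSO; concentration-response curves fitted.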
Rab9 promoter act – activates the Rab9 promoter; Huh7 Rab9 promoter-luciferase reporter, luminescence, 24 h; Potency, µM (top dose mostly 9.22 µM), inactives show at the top dose activation, negative = inhibition, usual class: activators; 320,000 tested, 2.8% active; AID 485297; further: potency means the concentration at half of the fitted maximal effect; % of control where 0% means no effect; nearly all actives have a fitted effect of over 60% in size
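Promoter activation is measured as luciferase luminescence in Huh7 cells stably transfected with a Rab9 promoter–luciferase construct, following 24 h compound exposure at 37 °C and 10 min reagent incubation at ambient temperature.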
Giardia kill – kills Giardia lamblia. Giardia lamblia trophozoite viability. activity change, % at 7.66 µM, hits read low. 340,000 tested, 0.15% active; in the data active means activity change below about -80%; inconclusive means between about -30% and that limit;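 further: parasites exposed to compound for two days anaerobically before the ATP read; on the % scale 0 is the no-effect control and ±100 the full control effect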
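Trophozoites 100 cells/well + cpd; 48 hrs, 37 deg C, anaerobic. ATPLite 1-Step added, 15-30 min RT, luminescence read (ATP-based viability).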
p53 reactivation – restores transcriptional activity of mutant p53; H1299 p53-A138V BP100-luciferase reporter, luminescence, 24 h; Potency, µM (series often up to 92.2 µM), for the others: at the top dose activity change, positive = activation, hits mostly activators; 320,000 tested, 0.063% active; AID 504706; further: potency means the concentration at half of the fitted maximal effect; % of control where 0% means no effect; nearly all actives have a fitted effect of over 45% in size
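p53-null H1299 cells stably carrying temperature-sensitive p53-A138V and a BP100-luciferase reporter were pinned with compounds (4-point, 1:5 series) and held 24 hrs at 37 deg C. Luminescence was read 10 min after detection reagent.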
Gal4-VP16 FLuc – counter-screen for ROR gamma inhibitors: Gal4-VP16 reporter; Drosophila S2 Gal4-VP16 UAS-luciferase, luminescence, 20 h; 310,000 tested, 3.5% active; Potency, µM (doses to about 53.6 µM), for inactives: at the highest dose activity, negative = inhibition, actives largely listed as inhibitors;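 further: Gal4-VP16 expression switched on by copper sulfate through the metallothionein promoter; potency means the concentration at half of the fitted maximal effect; on the % scale 0 is the no-effect control and ±100 the full control effect; nearly all actives have a fitted effect of over 50% in size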
FLuc modulator – inhibits or activates purified firefly luciferase, miR-21 counter-screen. purified FLuc, Km substrates, luminescence inhibition. Potency, µM (series often up to 57.5 µM), for inactives: at the highest dose activity change, negative = inhibition, hits mostly inhibitors. 360,000 tested, 6.9% active. AID 588342;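 further: potency means the concentration at half of the fitted maximal effect; plate controls were vehicle for no effect and reference inhibitor for full effect; nearly all actives have a fitted effect of over 55% in size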
Target sequence (P08659 whole entry, looked up): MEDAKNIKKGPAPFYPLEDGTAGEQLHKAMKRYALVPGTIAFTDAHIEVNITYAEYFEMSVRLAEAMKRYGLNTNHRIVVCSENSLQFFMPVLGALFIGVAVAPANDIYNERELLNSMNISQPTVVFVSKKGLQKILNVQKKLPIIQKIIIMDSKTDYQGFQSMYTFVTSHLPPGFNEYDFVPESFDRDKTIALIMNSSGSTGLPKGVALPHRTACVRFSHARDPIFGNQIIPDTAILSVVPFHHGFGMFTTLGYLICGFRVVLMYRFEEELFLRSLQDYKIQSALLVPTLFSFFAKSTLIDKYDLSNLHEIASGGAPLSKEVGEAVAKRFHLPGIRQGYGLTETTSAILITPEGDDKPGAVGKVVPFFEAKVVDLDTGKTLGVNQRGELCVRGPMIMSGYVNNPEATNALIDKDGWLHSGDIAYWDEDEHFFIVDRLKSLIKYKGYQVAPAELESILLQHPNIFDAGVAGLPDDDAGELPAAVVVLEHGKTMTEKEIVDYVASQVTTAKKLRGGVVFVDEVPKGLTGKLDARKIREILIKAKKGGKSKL
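Purified P. pyralis luciferase (10nM final) with 10uM D-luciferin and 10uM ATP (Km levels) in 50mM Tris acetate pH 7.5, 10mM Mg acetate, 0.01% Tween-20, 0.05% BSA; qHTS 6-point titration, ~60 µM downward; luminescence read.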
Starred values were filed as active, the others as inactive; ? = inconclusive; nt = no result given; [ ] = another dose, or the depositor's remark. Unless noted, the call rests on the fitted dose curve; in most records, active means well fitted curve in the direction sought with a large enough effect; inconclusive means small, poorly fitted or top-dose-only effect, or another doubt; inactive means no such curve, though single readings can be large; an effect the other way counts as inactive or inconclusive. These rows are one share of the data, so the mix of outcomes need not match the whole.

mol | NPC1 prom act | RORgamma inh | PKM2 act | ELG1 genotoxic | Menin MLL FP TR | BRCA1 expr act | Rab9 promoter act | Giardia kill | p53 reactivation | Gal4-VP16 FLuc | FLuc modulator
Cc1cc(C)cc(NC(=O)CSc2nccn2Cc2ccco2)c1 | -5.2% | -27.4% | 4.5% | 5.0% | nt | -18.9% | 1.5% | 8.3 | -0.9% | -5.1% | ?
O=C(NNC(=O)c1cc(Cl)nc2ccccc12)c1ccccc1F | -3.3% | nt | nt | -1.6% | nt | -11.6% | -5.0% | 15.0 | -0.1% | nt | -3.6%
CCCC(=O)Nc1ccc(NC(=O)c2cccs2)cn1 | 19.5% | ? | 0.3% | ? | -8.4% | 66.1% | ? | -6.1 | 27.0% | 9.3% | ?
O=C(NCC1CCCO1)/C(=C\c1ccccc1F)NC(=O)c1ccccc1 (configuration not stated) | -17.9% | 27.7% | nt | 0.3% | 3.8% | -5.3% | 3.3% | 7.3 | -1.1% | -7.7% | 2.4%
CC(C)c1ccc(/C=N/NC(=O)c2ccccn2)cc1 | 0.141µM* | 11.2µM* | -34.7% | ? | nt | -33.9% | 0.316µM* | -29.7 | -4.4% | ? | 0.379µM*
CCOc1ccccc1NS(=O)(=O)c1ccc2c(c1)NC(=O)CCS2 | -14.8% | 14.7% | nt | -2.6% | nt | -14.8% | -2.9% | -4.6 | -4.7% | 3.5% | 0.0%
Cc1ccccc1NS(=O)(=O)c1ccc2c3c(cccc13)C(=O)N2C | -5.1% | 17.3% | 21.2% | 20.6µM* | 10.6% | -68.4% | 0.0% | -10.0 | -13.6% | -10.6% | 1.5%
COc1ccc(C(=O)NCCc2c[nH]c3ccc(OC)cc23)cc1 | 11.2% | 13.4% | nt | 0.7% | 0.9% | 9.1% | -1.7% | -14.4 | -2.6% | 7.7% | ?
NC(=O)CC(CC(=O)OCc1ccccc1)c1ccccc1 (configuration not stated) | 1.0% | 15.4% | 6.3% | -3.5% | 4.6% | 13.8% | -4.9% | -22.7 | 2.2% | 20.0% | 1.2%
N#CCC(=O)Nc1ncn(Cc2ccccc2Cl)n1 | -4.4% | -23.3% | 24.3% | -3.8% | 3.5% | -5.4% | 3.3% | -3.3 | 8.4% | -1.3% | 4.9%
Cc1ccc(NC(=O)CS(=O)CC(=O)N2CCN(c3ccccc3)CC2)cc1 (configuration not stated) | -0.5% | -7.1% | -0.3% | 0.0% | -8.8% | 0.0% | -0.2% | 2.7 | -7.7% | 5.2% | -2.2%
CCN1CCN(S(=O)(=O)c2ccc(Cl)c(C(=O)Nc3ccccc3N3CCCCC3)c2)CC1 | -2.5% | nt | nt | -6.7% | nt | -54.9% | -2.4% | -17.3 | -0.2% | nt | -2.3%
O=C(/C=C\NCC(=O)c1ccccc1)c1ccc2ccccc2c1 | 17.1% | 15.1% | -4.5% | 10.1% | ? | 19.0% | 15.8% | -9.1 | ? | -14.8% | 26.9µM*
O=C(N/N=C/c1ccco1)c1ccc2nc[nH]c2c1 | -0.6% | -21.0% | 5.5% | -0.4% | nt | 4.0% | -3.6% | -29.5 | 5.2% | -8.1% | -5.1%
COc1cccc(C2C(C#N)=C(C)NC3=C2C(=O)CC(C)(C)C3)c1 (configuration not stated) | -1.7% | ? | 7.6% | 2.2% | -4.8% | -13.3% | -5.1% | 0.0 | -6.2% | -2.8% | 2.7%
COc1ccc(-c2cc3ccccc3n2CC(O)Cn2nc(C)cc2C)cc1 (configuration not stated) | 10.7% | 0.7%[10 µM] | -1.2% | 5.0% | -0.4% | -31.2% | -0.8% | -3.7 | 3.0% | 0.9% | -11.7%
CC(C)C1CC(CCN2CCCCC2)(c2ccccc2)CCO1 (configuration not stated) | -10.1% | 9.5% | 2.7% | 7.5% | -2.6% | -6.8% | 5.1% | 2.2 | 8.3% | 5.3% | -0.3%
CCN(Cc1ccncc1)Cc1cn[nH]c1-c1cc(OC)c(OC)c(OC)c1 | -1.1% | -0.9% | -2.2% | 2.8% | -5.7% | -2.9% | 1.8% | 7.7 | -3.5% | 2.7% | 1.8%
Cc1cc(N(C)C)c(C#N)c(N2CCOCC2)n1 | 1.3% | -0.2% | 0.1% | 3.3% | -0.7% | 10.6% | -2.1% | -14.0 | -0.2% | 6.3% | -0.5%
CCN1CCN(Cc2ccccc2NC(=O)Nc2ccc(C)cc2)CC1 | ? | 18.7% | -7.1% | 10.3µM* | -10.5% | 6.31µM* | 3.98µM* | -1.8 | 30.9% | 19.0% | 23.9µM*
Cc1cc(NC(=O)CSc2nccn2C)n(-c2ccccc2)n1 | 1.4% | 1.6% | 1.9% | 2.8% | nt | -2.0% | -5.2% | 7.4 | 0.3% | -8.4% | -0.4%
CC(=O)Nc1ccc(S(=O)(=O)N(C)CC(=O)OCC(=O)NCc2ccco2)cc1 | -3.0% | nt | nt | 0.1% | nt | -9.5% | -3.8% | -14.3 | 1.4% | nt | -1.9%
CCS(=O)(=O)N1CCC(C(=O)NCC2CCCO2)CC1 (configuration not stated) | 0.1% | 4.6% | ? | 1.5% | -7.9% | 9.1% | -11.3% | 17.8 | -4.1% | -5.6% | 0.9%
O=C(CSc1nnc(SCc2cccc3ccccc23)s1)N/N=C/C=C/c1ccccc1[N+](=O)[O-] | -2.7% | ? | -1.7% | 8.4% | -0.7% | -1.9% | -10.1% | -3.9 | ? | ? | ?
CC(C)c1nc(SCC(=O)Nc2c[nH]c(=O)[nH]c2=O)c2cnn(-c3ccccc3)c2n1 | 0.1% | 13.7% | -14.0% | 2.7% | 12.5% | -32.3% | -3.3% | -4.3 | -4.9% | -1.1% | -0.7%
CCN(CC(=O)Nc1c(F)cccc1F)C(=O)CN1C(=O)c2ccccc2C1=O | -2.6% | nt | nt | -0.8% | nt | -5.2% | -4.5% | -8.2 | 0.1% | nt | -0.9%
COc1cccc(NC(=O)c2ccccc2SC)c1 | 0.7% | 36.0% | -0.4% | 11.2% | 0.3% | 17.4% | 1.3% | 8.1 | 7.3% | 3.1% | -17.2%
CCCCC(CC)C1OCC(C[N+]2(C)CCOCC2)O1 (configuration not stated) | 3.2% | 5.1% | -6.1% | -0.6% | -19.1% | 0.3% | -0.9% | 10.8 | 1.7% | -3.3% | -0.6%
COc1ccc(N(CC(=O)Nc2ccccc2C(=O)NCc2ccco2)S(C)(=O)=O)cc1 | 0.1% | 26.8% | -8.5% | 4.1% | 5.5% | 0.0% | -1.7% | 15.4 | -4.4% | 11.9% | 1.5%
COc1ccc(NC(=O)c2ccc(Oc3ncccn3)cc2)cc1 | 15.5% | 25.1% | -5.9% | ? | -10.4% | 8.91µM* | ? | 7.2 | 6.0% | -4.2% | 16.9µM*
CC(OC(=O)CCN=C1NS(=O)(=O)c2ccccc21)C(=O)Nc1ccc(N(C)C)cc1 (configuration not stated) | -1.7% | nt | nt | -1.3% | nt | 1.6% | -1.7% | -9.1 | 8.8% | nt | -7.5%
OC(COCc1ccccc1)CN1CCN(c2ccccc2F)CC1 (configuration not stated) | 4.2% | 1.9% | -4.7% | -0.6% | ? | 1.2%[1.84 µM] | -7.9% | 6.0 | -1.5% | -3.6% | -0.4%
COc1ccc(CCNS(=O)(=O)c2ccc3c(c2)CCN3C(=O)CCC(=O)O)cc1OC | 1.6% | -29.1% | 18.5% | -3.2% | -28.9% | 3.9% | -7.9% | -3.7 | 28.4% | -1.5% | 0.7%
C#CCN(C(=O)c1ccc(OC2CCN(Cc3ccccn3)CC2)cc1)C1CCCCC1 | -2.2% | -22.5% | nt | -7.5% | ? | -20.8% | 2.1% | -21.8 | 18.7% | 2.8% | 1.0%
O=C(NC1CCCCC1)NC1CC2CCC(C1)N2C(=O)NCc1ccccc1 (configuration not stated) | 4.2% | 0.4% | 1.5% | 0.0% | -6.1% | nt | -6.5% | nt | 1.1% | -8.9% | -1.0%
CC1CC(C)(C)CC2(C1)NC(=O)N(CC(=O)NCc1ccccc1F)C2=O (configuration not stated) | -0.8% | nt | nt | 1.7% | nt | -9.5% | -1.9% | -13.9 | 1.5% | nt | 0.0%
Cc1ccccc1C(=O)N1CCC(C(=O)Nc2nc3ccc(F)cc3s2)CC1 | 5.4% | nt | nt | 4.9% | nt | -32.2% | -5.3% | 6.2 | 6.5% | nt | ?
COC(=O)[C@]1(C)CCC[C@@]2(C)C3CC[C@@]4(C)C[C@]3(CC[C@H]12)C[C@H]4O (some centres not stated) | 0.7% | 3.9% | nt | -4.8% | ? | -23.6% | -5.4% | -6.1 | 14.4% | -6.0% | 1.3%

Bioassay records: PubChem, National Center for Advancing Translational Sciences (NCATS)
